From PubChem BioAssay
DRD3 antagonist: antagonists of human D3 dopamine receptor. D3R cells, DiscoveRx beta-arrestin luminescence, antagonist mode; hits give low values. max response, negative = inhibition, %. 360,000 compounds, 2.5% hits. AID 652054; in the data active = max response below about -50%; inconclusive = no clear call, values can overlap the other calls; also: % is scaled to controls: 0 for no effect and ±100 for the full control effect; mostly tested at two doses, the higher about 12 µM
Target sequence (P35462 whole entry, looked up): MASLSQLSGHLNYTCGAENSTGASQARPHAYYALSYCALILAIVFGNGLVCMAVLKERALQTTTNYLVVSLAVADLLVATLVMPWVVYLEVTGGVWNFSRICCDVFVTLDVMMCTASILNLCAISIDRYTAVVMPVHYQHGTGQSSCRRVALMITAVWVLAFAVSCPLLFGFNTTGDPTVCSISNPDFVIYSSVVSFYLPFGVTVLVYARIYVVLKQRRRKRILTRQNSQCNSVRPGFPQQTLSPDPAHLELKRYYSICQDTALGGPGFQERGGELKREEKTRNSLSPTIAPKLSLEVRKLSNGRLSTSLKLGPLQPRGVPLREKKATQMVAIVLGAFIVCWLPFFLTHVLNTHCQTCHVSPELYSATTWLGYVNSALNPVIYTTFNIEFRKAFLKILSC
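Cells plated overnight at 1500 cells/well, then exposed to library compounds with dopamine controls for 90 minutes at 37 degrees C. DiscoveRx reagent added for 30–60 minutes at room temperature; luminescence read, quantitative HTS format.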
GLP-1R inv ag: acts as inverse agonist at human GLP-1 receptor. P43220. Potency, µM (doses to about 38.3 µM), without a hit: at the highest dose activity change, negative = inhibition, actives largely listed as inhibitors. 410,000 compounds, 1.6% hits. HEK293 GLP-1R CRE-luciferase, luminescence, 24 h; GLP-1R form is constitutively active; also: potency is read from the fitted curve at half-maximal effect; % is scaled to controls: 0 for no effect and ±100 for the full control effect; nearly all actives have a fitted effect of over 55% in size
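Using stably transfected HEK293 (constitutively active GLP-1R, cAMP-luciferase reporter), compounds were incubated 24 hr and luciferase measured by luminescence.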
Abeta rescue: restores growth of yeast expressing A-beta42 peptide; Potency, µM (highest dose often 46.1 µM), without a hit: at the highest dose growth rescue, most hits filed as activators; yeast expressing A-beta42, growth rescue, OD600, 48 h; response scale: 0% DMSO, 100% iron-clioquinol control; 410,000 compounds, 0.063% hits; also: potency is read from the fitted curve at half-maximal effect; nearly all actives have a fitted effect of over 55% in size
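Growth rescue measured by 600 nm absorbance after 48 h yeast culture at 30 C with compound. Values normalized between DMSO and an equimolar ferric chloride plus clioquinol control.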
FUS yeast rescue: suppressors of FUS proteinopathy in yeast. 390,000 compounds, 0.24% hits. AID 1347120. Potency, µM (titrated, usually from 76.6 µM), for inactives: at the top dose growth rescue (activation), hits mostly activators. S. cerevisiae FUS-expressing, growth rescue, OD600, 24 h;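 also: potency is read from the fitted curve at half-maximal effect; plate controls were DMSO vehicle for no effect and reference control for full effect; nearly all actives have a fitted effect of over 55% in size; some results filed as inactive show a strong effect at the top dose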
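Galactose (2%) drives FUS expression in yeast precultured in raffinose; seeding density OD 0.005. Test compounds incubated 24hr at 30C and 99% humidity before absorbance at 600 nm was measured.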
pAkt inh: blocks phosphorylation of Akt; activity change, % for hits at 50 µM; Neuro2A IGF-stimulated pAkt S473 HTRF, 20 min; hits give low values; 360,000 compounds, 0.32% hits; in the data active = activity change below about -80%; inconclusive = mostly about -51% to -80%; also: % is scaled to controls: 0 for no effect and ±100 for the full control effect
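Neuro2A cells (4,500/well, DMEM with 0.5% FBS) were treated with compound at a single 50 µM final concentration, stimulated with 6 nM IGF for 20 min at 37 °C, and lysed. Phospho-Akt Ser473 was read by HTRF as 665/615 ratio ×10^4.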
PTHR1 ag: PTHR1 (human) receptor agonism. Q03431. HEK293 GP2 PTHR1 cells, GloSensor cAMP luminescence, 1 h. Potency, µM (highest dose often 115 µM), without a hit: at the highest dose activation, hits mostly activators. 410,000 compounds, 0.075% hits. AID 743266; also: potency is read from the fitted curve at half-maximal effect; nearly all actives have a fitted effect of over 55% in size; some results filed as inactive show a strong effect at the top dose; inactives centre near -15; many of its hits are not listed in these tables
Target sequence (Q03431 whole entry, looked up): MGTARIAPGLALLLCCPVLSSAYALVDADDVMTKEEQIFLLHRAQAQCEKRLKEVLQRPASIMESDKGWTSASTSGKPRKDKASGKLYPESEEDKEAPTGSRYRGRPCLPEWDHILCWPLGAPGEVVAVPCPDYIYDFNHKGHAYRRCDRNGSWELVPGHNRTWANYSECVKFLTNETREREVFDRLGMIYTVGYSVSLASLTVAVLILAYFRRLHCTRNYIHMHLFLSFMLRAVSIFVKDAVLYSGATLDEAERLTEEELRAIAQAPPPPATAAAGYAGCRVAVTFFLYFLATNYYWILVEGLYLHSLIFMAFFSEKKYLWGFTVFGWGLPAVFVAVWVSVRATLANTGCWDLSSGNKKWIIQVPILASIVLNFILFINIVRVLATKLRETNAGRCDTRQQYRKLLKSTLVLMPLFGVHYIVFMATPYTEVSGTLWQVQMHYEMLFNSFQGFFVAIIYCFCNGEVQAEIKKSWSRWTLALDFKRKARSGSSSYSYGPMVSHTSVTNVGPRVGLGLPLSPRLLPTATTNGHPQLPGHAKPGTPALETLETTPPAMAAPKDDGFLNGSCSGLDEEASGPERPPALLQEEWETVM
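HEK-293-derived GP2 cells expressing PTHR1 and a GloSensor cAMP reporter, 3,000/well, plated overnight, given luciferin plus IBMX (each 0.5 mM as added) for 1 h at 37 °C, then compound for 1 h at 37 °C. Luminescence was read after 15 min at room temperature.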
aSyn yeast inh: rescues yeast growth from alpha-synuclein toxicity; Yeast expressing alpha-synuclein, growth rescue, BacTiter-Glo, 24 h; Potency, µM (titrated, usually from 46.1 µM), for the others: at the top dose growth rescue (activation), usual class: activators; 370,000 compounds, 0.14% hits; also: potency is read from the fitted curve at half-maximal effect; % of control where 0% means no effect; nearly all actives have a fitted effect of over 65% in size
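Galactose-induced alpha-syn yeast (OD600=0.02, raffinose-pregrown) + pinned cpd, 24 hr, 30 deg C; growth by BacTiter-Glo luminescence. Growth restoration scores as activation.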
GLP1R ag: GLP-1 receptor (human) agonism; P43220; HEK293 GLP-1R CRE-luciferase, luminescence, 4-6 h; cells express a hypersensitive GLP-1R form; Potency, µM (doses to about 45.6 µM), for the others: at the highest dose activation, hits mostly activators; 380,000 compounds, 0.007% hits; AID 624172; also: potency is read from the fitted curve at half-maximal effect; % of control where 0% means no effect
TDP43 rescue: inhibitors of TDP-43 toxicity in yeast; TDP-43 expressing yeast growth rescue, BacTiter-Glo, 24 h; Potency, µM (top dose mostly 46.1 µM), inactives show at the highest dose growth rescue (activation), usual class: activators; 410,000 compounds, 1.8% hits; AID 652104; also: potency is read from the fitted curve at half-maximal effect; % of control where 0% means no effect; nearly all actives have a fitted effect of over 50% in size
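Growth rescue of TDP-43-toxic yeast measured as ATP luminescence (BacTiter-Glo). Cells grown to mid-log in raffinose, induced in galactose at OD600=0.02, exposed to compound 24 hr at 30 deg C.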
* = called active by the depositor; i = inactive; ? = inconclusive; nt = not tested or not shown; & = joins results of further samples; [ ] = remark or other dose. Unless noted, calls follow the shape of the dose curve; as a rule, active = well fitted curve in the direction sought with a large enough effect; inconclusive = small, poorly fitted or top-dose-only effect, or another doubt; inactive = no such curve, though single readings can be large; an effect the other way counts as inactive or inconclusive. Some of the compounds tested. The share of hits here may be higher or lower than overall.

structure,DRD3 antagonist,GLP-1R inv ag,Abeta rescue,FUS yeast rescue,pAkt inh,PTHR1 ag,aSyn yeast inh,GLP1R ag,TDP43 rescue
COc1cc(-c2noc(CN3CCN(c4cccc(Cl)c4)CC3)n2)cc(OC)c1OC,nt,6%,12%,44%,nt,-31%[inhibitor],nt,-2%,18%
O=C1NC(NS(=O)(=O)c2ccccc2)(C(F)(F)F)C(=O)N1c1cccc(Cl)c1 (stereo not given),-10,-10%,-2%,12%,i,-40%[inhibitor],1%,2%,-19%
COc1ccc(/C=N/NC(=O)c2cccc(NC(=O)c3ccccc3)c2)c(C(=O)O)c1OC,3,6%,4%,nt,i,-39%,0%,-3%,-9%
CCOC(=O)C1CCN(C(=O)CCc2c(C)nc3cc(-c4ccc(OC)cc4OC)nn3c2C)CC1,10,-20%,21%,6%,i,-6%,7%,3%,-1%[0.397 µM]
O=C(O)CCNC(=O)c1ccccc1,12,-1%,0%,-41%,i,-18%,5%,2%&-6%,20%
COc1ccc(CCN2CC(C(=O)NCC(=O)Nc3ccc(F)c(F)c3)CC2=O)cc1OC (stereo not given),21,-4%,8%,11%,i,-12%,-7%,1%,10%
CNC(=S)N1CCC(NC(=O)C(Cc2ccc(F)cc2)NC(C)=O)CC1 (stereo not given),2,15%,-3%,4%,i,5%,-1%,-1%,-15%
O=C(CN1CCOCC1)NCCNS(=O)(=O)c1ccccc1,6,11%,0%,nt,i,i,-2%,3%,-20%
C=CCNC(=S)NC(=O)c1csc([N+](=O)[O-])c1,1,10%,?,-19%,i,i,-1%,0%,?
CCn1cc(S(=O)(=O)c2ccc(C)cc2C)c(=O)c2cc(F)c(N3CCCCC3)cc21,nt,?,-5%,-25%,nt,-16%,nt,nt,17%
O=C1OCC/C1=C\c1ccccc1,12,1%,-4%,1%,i,i,-4%,-29%,6%
Cn1cnnc1SCC(=O)NNC(=O)COc1ccc(Cl)cc1,0,7%,-5%,-31%,i,-23%,2%,6%,20%
CCCN(C(=O)c1cc2c(=O)oc3ccccc3c2s1)c1ccccc1C,nt,4%,-14%,-7%,nt,-31%[inhibitor],nt,0%,-3%
COc1ccc(C(NC(=O)/C=C/c2ccco2)c2ccc(OC)c(OC)c2)cc1OC,-56*,0%,-4%,nt,i,i,-1%,5%,5%
C[C@@H]1NS(=O)(=O)[C@H]2C[C@@H]3C=C[C@]2(O3)[C@H]1OC(=O)Nc1ccc(C(F)(F)F)cc1[N+](=O)[O-],5,-10%,-1%,4%,i,-24%,-1%,10%,10%
CC(C)(C)OC(=O)N1CCC(c2c(C(=O)N3CCN(c4ccccc4)CC3)cnn2-c2ccccc2)CC1,nt,11%,-5%,15%,nt,-3%,nt,nt,9%
CC(=O)c1cccc(NC(=O)N2CCCC2C(=O)Nc2cccc(C)c2C)c1 (stereo not given),-12,10%,-10%,8%,i,i,-6%,-15%,-9%
Cc1cccc(C)c1Nc1nnc(SCC(=O)Nc2sccc2C#N)s1,-14,-24%,-17%,?,i,-10%,0%,9%,-20%
CCCc1ncc(C(O)(c2ccccc2)c2ccccc2)n1C,4,-32%,3%,15%,i,-11%,-1%,13%,-11%
COc1ccc(C(=O)Nc2ccc(OC)c([N+](=O)[O-])c2)cc1Br,-9,?,-1%,-5%,i,i,4%,-2%,4%
Nc1c(-c2ccccc2)c(CSc2nc3ccccc3[nH]2)nn1-c1ccc(Cl)cc1,5,?,13%,13%,i,0%,0%,-4%,0%
Cc1cc(C(=O)Nc2c(F)cc(F)cc2Br)c(C)o1,-28,0%,-4%,24%,i,i,-4%,10%,0%
CC(C)C[C@@H](CN1CCCC1CN1C(=S)NC[C@@H]1Cc1ccc(O)cc1)N1C[C@H](Cc2ccccc2)N(CC2CCCCC2)C1=S (stereo not given in full),-5,?,2%,?,i,-4%,-48%[inhibitor],2%,19%
CC(C)CNC(=O)CN1C(=O)NC(Cc2c[nH]c3ccccc23)C1=O (stereo not given),3,-5%,16%,-47%,i,-16%,-2%,14%,0%
Cc1cc(C)cc(NC(=O)Cn2c(-c3cncs3)nc3ccccc32)c1,nt,-24%,8%,19%,nt,-3%,nt,nt,?
C=CCc1c(C)nc(-c2ccccc2)nc1N/N=C/c1ccccc1,7,?,-15%,1%,i,-4%,-25%,12%,-9%
Oc1cccc(-c2nc3ccc4ccccc4c3c3c2CCC3)c1,7,18%,-46%[inhibitor],?,i,-21%[57.5 µM],6%,-1%,?
O=C(O)C(c1ccccc1)c1ccccc1,-17,13%,17%,-11%,i,-1%,0%,-4%,4%
CCc1cccc(C)c1NC(=O)CSc1nc2ccccc2nc1Cc1ccccc1,nt,-5%,-18%,8%,nt,i,nt,nt,21%
COc1ccc(NC(=O)C2CCN(S(=O)(=O)c3c(C)noc3C)CC2)cc1,-17,25%,2%,2%,i,i,-2%,2%,4%
COc1cc(-c2nnc(SCC(=O)Nc3ccc4c(c3)OCCO4)o2)cc(OC)c1OC,26,0%,-11%,9%,i,-13%,-2%,0%,?
CCOC(=O)CSc1ccc2nnc(-c3cccnc3)n2n1,6,4%,6%,-11%,i,-55%[inhibitor],2%,1%,18%
CC(C)[C@H](NC(=O)N1CCn2c1nc1ccccc12)C(=O)N1CCCCC1,4,?,7%,9%,i,10%,0%,-2%,12%
Cc1ccc(S(=O)(=O)N2CCCCC2)cc1C(=O)N1CCCC1,0,5%,6%,nt,i,-17%,0%,-9%,22%
Cc1c(O)ccc2c(CN3CCOCC3)cc(=O)oc12,11,4%,15%,13%,i,i,0%,4%,6%
COc1ccc(-c2cc(C)nc(SCc3cccc(C(=O)O)c3)n2)cc1,13,24%,10%,-4%,i,i,5%,11%,10%
COc1ccc(CCNC(=O)C(=O)N2CCCC2)cc1OC,2,13%,-2%,-10%,i,i,0%,5%,2%[9.22 µM]
CC(Sc1nnnn1C)C(=O)NC1CCCC1 (stereo not given),-6,6%,2%,-16%,i,i,0%,-10%,12%
Cc1cc(=O)n2c3ccccc3n(CC(O)CN3CCC(C)CC3)c2c1C#N (stereo not given),-3,32%[activator],-24%,nt,i,-6%,0%,1%,9%
O=C(Nc1ccccc1N1CCOCC1)c1cccc2c(Br)cccc12,18,?,-17%,?,i,-68%[inhibitor],22%,8%,-3%
c1ccc(CN2CCN(c3nc(N4CCOCC4)c4ccccc4n3)CC2)cc1,?,?,7%,-11%,i,i,3%,15%,11%
CN(C)CCNC(=O)c1onc(CSc2nc3ccccc3[nH]2)c1C(=O)NCCN(C)C,-29,4%,8%,-7%,i,i,-5%,-4%,-2%
COc1cccc(CNC(=O)C(CCSC)NS(=O)(=O)c2ccc3c(c2)oc(=O)n3C)c1 (stereo not given),19,-4%,-6%,17%,i,-2%,-2%,2%,-3%
O=C(NCc1cn2ccsc2n1)Nc1cccc(Cl)c1,-2,28%,6%,2%,i,-3%[57.5 µM],1%,34%,-2%
COc1cc(OC)cc(-c2c(Sc3ccccc3)c3cc(-c4ccc(OC)nc4)ccc3n2C)c1,0,-26%,-11%,5%,i,i,-7%,-4%,9%
COC(=O)c1ccc(NC(=O)CSc2ccccc2)cc1,7,5%,13%,nt,i,i,0%,8%,16%
CC(=O)Nc1ccc(OCC(=O)c2ccc(C)cc2C)cc1,38,12%,15%,8%,i,i,2%,7%,23%
Cc1ccc(CNC(=O)c2c(O)nc3ccccn3c2=O)cc1,nt,-10%,-16%,-12%,nt,-37%[inhibitor],nt,-1%,-47%[inhibitor]
COCCCNC(=O)CCCN1C(=O)c2cccnc2Sc2ccccc21,1,6%,10%,-23%,i,-22%,2%,1%,8%
O=C(NCCc1ccccc1)c1cc(-c2ccc3c(c2)OCO3)on1,-11,2%,-7%,21%,i,i,0%,-14%,-24%

Three of the entries above in order of their number in GLP1R ag, lowest first.
canonical_smiles	DRD3 antagonist	GLP-1R inv ag	pAkt inh	PTHR1 ag	GLP1R ag
CC(=O)Nc1ccc(OCC(=O)c2ccc(C)cc2C)cc1	38	12%	i	i	7%
COc1ccc(-c2cc(C)nc(SCc3cccc(C(=O)O)c3)n2)cc1	13	24%	i	i	11%
O=C(NCc1cn2ccsc2n1)Nc1cccc(Cl)c1	-2	28%	i	-3%[57.5 µM]	34%

The list continues:
structure,DRD3 antagonist,GLP-1R inv ag,Abeta rescue,FUS yeast rescue,pAkt inh,PTHR1 ag,aSyn yeast inh,GLP1R ag,TDP43 rescue
COc1ccc2c(c1OC)C(=O)N1c3ccccc3SC21 (stereo not given),-16,68%[activator],-15%,-15%,i,-69%[inhibitor][57.5 µM],-7%,22%,-22%
COc1ccc(S(=O)(=O)Cc2ccc(C(=O)NCc3ccccc3)o2)cc1,3,8%,2%,8%,i,-6%,-3%,12%,0%
COC(=O)c1ccc(CN2C(=O)C3CCCCC3C2=O)o1 (stereo not given),2,3%,-7%,-21%,i,i,3%,1%,2%
CC1=C(C(=O)OC(C)C)C(c2ccc(O)cc2)NC(=O)N1 (stereo not given),12,2%,3%,7%,i,i,2%,-9%,4%
COc1ccc(NC(=O)COC(=O)CCCOc2ccc(Cl)cc2Cl)cc1Cl,-19,3%,-10%,12%,i,-10%,17%,10%,-21%
COC(=O)CCN1CCC(C(N)=O)CC1,-8,2%,4%,-8%,i,-35%[inhibitor],-8%,-9%,3%
CC(=O)Nc1cccc(C(=O)N2CCN(S(=O)(=O)c3ccc4ccccc4c3)CC2)c1,-8,33%[activator],-4%,22%,i,-24%,0%,6%,-1%
CC1Cc2ccccc2N1C(=O)CSc1ncccc1C(=O)O (stereo not given),8,4%,1%,5%,i,-4%[57.5 µM],0%,0%,-4%
